# LEDGF integ inh – blocks HIV-1 LEDGF/p75-dependent DNA integration; TR-FRET IN-LEDGF/p75 DNA integration, Eu/Cy5; inhibition, % at 3.7 µM; 370,000 tested, 0.64% active; AID 743269;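 active = inhibition above the screen-wide mean plus 3 SD, cut at about 13% in these data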;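 note: signal is the Cy5 over europium emission ratio at 671 and 618 nm; 0% = plate median of compound wells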
# ADAM17 inh – inhibits human ADAM17. P78536. recombinant ADAM17, EDANS/DABCYL FRET peptide cleavage. inhibition, % at 6.95 µM. 370,000 tested, 0.83% active;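 active = inhibition above the mean of compounds lying between control limits plus 3 SD, set per campaign, cut at about 8.5% in these data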;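 note: 0% = DMSO-only wells as the low control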
# ASAP1 GAP inh – ASAP1 ArfGAP inhibition | Q9ULH1 | ASAP1-stimulated ARF1 GTP hydrolysis, GDP FP detection | inhibition, % at 16.5 µM | 360,000 tested, 0.19% active; in the data active = inhibition above about 25%;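 note: 0% = vehicle with enzyme and substrate and 100% = no enzyme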
# PLCg1 inh – inhibitors of human phospholipase C gamma1; P19174; purified PLC-gamma1, fluorogenic substrate, fluorescence; inhibition, % at 12.2 µM; 370,000 tested, 0.84% active; AID 720700; in the data active = inhibition above about 9.5%
# ADAM10 inh – inhibitors of human ADAM10 | inhibition, % at 7 µM | recombinant ADAM10, EDANS/DABCYL FRET peptide cleavage, 3 h | 370,000 tested, 0.62% active | AID 720582 | O14672;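 active = inhibition above a per-campaign cutoff equal to the mean of compounds falling between control-based bounds plus 3 SD, cut at about 20% in these data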;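 note: 0% = DMSO wells while the 100% control is not disclosed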
# Target sequence (O14672 214-748 limits assumed): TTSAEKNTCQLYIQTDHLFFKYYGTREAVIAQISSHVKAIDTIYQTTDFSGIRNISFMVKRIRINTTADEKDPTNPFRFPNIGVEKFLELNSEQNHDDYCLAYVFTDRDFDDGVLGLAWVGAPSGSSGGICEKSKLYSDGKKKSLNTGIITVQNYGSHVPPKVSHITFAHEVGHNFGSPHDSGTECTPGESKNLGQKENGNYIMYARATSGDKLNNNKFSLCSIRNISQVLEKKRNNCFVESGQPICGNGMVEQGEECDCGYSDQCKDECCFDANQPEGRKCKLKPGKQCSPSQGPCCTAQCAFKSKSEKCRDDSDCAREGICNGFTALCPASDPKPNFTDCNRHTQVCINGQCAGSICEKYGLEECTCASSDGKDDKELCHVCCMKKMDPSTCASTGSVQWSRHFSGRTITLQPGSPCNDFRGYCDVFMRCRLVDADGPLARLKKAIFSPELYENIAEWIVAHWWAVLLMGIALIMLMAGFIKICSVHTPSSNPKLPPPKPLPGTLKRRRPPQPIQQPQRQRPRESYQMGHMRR
# Tn6 DDE FP – inhibitors of Tn6 peptide binding to human fibrin DD(E); Fibrin DD(E) TRITC-Tn6 fluorescence polarization displacement; inhibition, % at 8.3 µM; 370,000 tested, 0.21% active;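 active = inhibition above a per-campaign cutoff: mean of compounds within control limits plus 3 SD, cut at about 15% in these data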;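 note: 0% = median of all compound wells on the plate and 100% = blocking peptide control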
# Target sequence (P02675 whole entry, looked up): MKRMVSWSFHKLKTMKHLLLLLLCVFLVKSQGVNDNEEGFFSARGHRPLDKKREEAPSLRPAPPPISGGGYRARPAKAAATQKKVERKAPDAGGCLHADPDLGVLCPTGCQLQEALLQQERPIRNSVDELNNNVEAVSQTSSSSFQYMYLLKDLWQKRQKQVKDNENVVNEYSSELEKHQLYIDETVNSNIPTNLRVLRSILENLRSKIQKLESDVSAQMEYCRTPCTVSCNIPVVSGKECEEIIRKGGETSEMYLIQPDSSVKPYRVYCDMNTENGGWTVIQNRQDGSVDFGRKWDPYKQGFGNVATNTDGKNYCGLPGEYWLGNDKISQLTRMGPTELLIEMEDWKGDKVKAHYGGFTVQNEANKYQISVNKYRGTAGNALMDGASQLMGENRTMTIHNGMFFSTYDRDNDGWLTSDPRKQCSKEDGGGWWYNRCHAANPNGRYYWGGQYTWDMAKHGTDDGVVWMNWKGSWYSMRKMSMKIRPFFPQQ
# TDP2 inh – TDP2 (human) inhibition, absorbance primary screen | 370,000 tested, 0.34% active | recombinant TDP2, T5PNP hydrolysis, p-nitrophenol absorbance 415 nm | inhibition, % at 12.8 µM | O95551;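 active = inhibition above the mean of all tested compounds plus 3 SD, set per campaign, cut at about 25% in these data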;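 note: 0% = DMSO with enzyme and 100% = buffer with substrate but no TDP2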
#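 Evaluation: % inhibition relative to enzyme-containing and enzyme-free wells. Material: recombinant human TDP2. Benchmarks: enzyme-free and DMSO wells. Timing: enzyme reaction with compound for 2 h at 37 °C. Compound dosing: 12.8 µM only. Measured by: p-Nitrophenol epi absorbance. Reagent: T5PNP substrate at 5 mM, a TopII-DNA adduct mimic. Replication: single well per compound.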
# ARFGAP1 inhibitor – inhibits rat ARF GTPase activating protein 1. Q62848. Arfgap1-stimulated ARF1 GTP hydrolysis, GDP FP detection. inhibition, % at 16.5 µM. 360,000 tested, 0.26% active;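 active = inhibition above a per-plate limit, mean inhibition of low control wells plus 3 SD, cut at about 25% in these data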;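 note: 0% = DMSO wells with enzyme and 100% = wells lacking Arfgap1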
#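 Material: truncated rat Arfgap1 GAP domain; Incubation: compound-enzyme preincubation 20 min, reaction 120 min, detection 60 min, 25 °C; Read-out: percent inhibition of Arfgap1-stimulated GTP hydrolysis; Technique: FP, GDP Alexa 633 tracer displaced from anti-GDP antibody, 620/688 nm; Controls: No-Arfgap1 wells (100%) versus DMSO full-reaction wells (0%); Replication: single well per compound.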
# KLK7 zymogen act – activates the human kallikrein-7 zymogen | P49862 | activation, % at 7 µM | 370,000 tested, 0.9% active | AID 652039 | purified proKLK7, EDANS-DABCYL substrate fluorescence; 100% is mature enzyme control, 0% vehicle;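 active = activation above the mean of all tested compounds plus 3 SD, computed per campaign excluding outliers beyond control limits, cut at about 13% in these data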
# Tn7 DDE FP – disrupts Tn7 cyclic peptide binding to fibrin D-Dimer-E complex; FP displacement of FITC-Tn7 peptide from fibrin DD(E); 0% = median of compound wells per plate; inhibition, % at 8.3 µM; 370,000 tested, 0.13% active; AID 720508;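 active = inhibition above the mean of compounds falling within the control limits plus 3 SD of them, cut at about 14% in these data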;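 note: 0% = plate median of compound wells and 100% = 10 µM Aha-Tn7 peptide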
#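 Assay system: Human fibrin DD(E) protein | Medium: Tris buffer with calcium and detergent, pH 7.8 | Reagent: 0.1 µM fluorescent Tn7 | Compound dosing: Single point at 8.3 µM | Times: 10 min preincubation, 3 h with tracer, room temperature | Detection: Fluorescence polarization of the labelled Tn7 tracer | Controls: Aha-Tn7 high control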
# An asterisk follows results filed as active; · = not tested or not shown.
LEDGF integ inh,ADAM17 inh,ASAP1 GAP inh,PLCg1 inh,ADAM10 inh,Tn6 DDE FP,TDP2 inh,ARFGAP1 inhibitor,KLK7 zymogen act,Tn7 DDE FP,canonical_smiles
0,-11,-14,-8,-27,-1,4,-2,0.6,-8,Cc1ccc(OCC(=O)Nc2ccc(S(=O)(=O)Nc3ccccn3)cc2)cc1C
1,0,5,-1,1,2,8,5,0.3,-2,COc1ccc(NC(=S)N2CCCC2)c(OC)c1
-8,5,-2,4,-5,-14,2,7,0.1,0,COc1ccc(-c2[nH]ncc2CN(C)C(C)c2ccon2)cc1F (stereo unspecified)
-2,-1,15,1,-17,-3,-1,7,-0.2,-3,Cc1nc(C(N)=O)nc2ccccc12
2,4,9,5,-10,-7,-2,10,-0.3,-4,Nc1cc(S(=O)(=O)N2CCOCC2)ccc1N1CCOCC1
6,8.9*,2,7,-2,1,-15,-14,0.4,3,COc1ccccc1N=C1SCC(=O)N1Cc1ccco1
1,-1,-9,3,0,-5,6,-8,-0.3,3,Cc1cnc(C(=O)OCC(=O)N2c3ccccc3NC(=O)C2(C)C)cn1
-1,-6,1,-2,-4,1,6,-10,-0.3,5,O=C(O)C1C2CCC(C2)C1C(=O)NCc1ccco1 (stereo unspecified)
3,5,-14,-11,2,-9,10,11,-0.4,-3,O=c1[nH][nH]c(-c2ccccc2O)c1C(C[N+](=O)[O-])c1ccccc1 (stereo unspecified)
-2,-2,3,1,-4,7,1,-4,0.2,2,Cc1ccc(CN2CCN(/N=C/c3cccnc3)CC2)c(C)c1
-3,1,3,7,9,0,-11,9,-0.3,0,COc1ccc(N2CC(C(=O)N[C@H](C(=O)NC3CCCCC3)C(C)C)CC2=O)cc1 (stereo partly specified)
0,-2,6,-3,-6,-2,-3,-9,0.1,2,COc1cc(C(=O)N2CCC(NC(=O)C(Cc3ccc(C)cc3)NC(C)=O)CC2)cc(OC)c1OC (stereo unspecified)
4,3,7,3,1,-1,-11,9,0.2,-4,O=C1CCc2cc(S(=O)(=O)N3CCC(C(=O)NCc4ccccc4Cl)CC3)ccc2N1
-4,-5,2,-1,1,7,-3,7,0.4,4,O=C(CN1CCN(c2cccc(C(F)(F)F)c2)CC1)Nc1ccc2c(c1)OCCCO2
3,1,-1,0,-1,2,-8,8,-0.6,-10,Cc1sc2nc(CN3CCOCC3)nc(Cl)c2c1C
2,-4,-8,1,7,1,12,-4,-0.4,-1,COc1cccc(NC(=O)CSc2ccc3nnc(-c4cccnc4)n3n2)c1
-5,-59,-3,-154,-215,-7,3,9,0.7,1,O=C(CN1c2cccc3cccc(c23)S1(=O)=O)NCc1ccccc1Cl
-1,3,10,5,10,6,-8,10,0.0,-6,CCc1ccc(CNn2cnnc2SCC(=O)NC(C)(C)C)cc1
2,0,9,-5,1,0,-1,11,0.3,2,C=CCCC(=O)N1CCC(n2nccc2NC(=O)c2ccccc2C)CC1
-5,-3,-10,-3,2,-8,-11,14,0.1,-5,Cc1ccc(S(=O)(=O)N(CC(=O)N2CCC(C)CC2)c2cccc(C)c2)cc1
-2,-4,7,1,-11,-4,-5,8,-0.2,-3,COc1ccc(/C=C(\NC(=O)c2ccccc2Cl)C(=O)NCCCC(=O)O)cc1
0,7,0,2,20*,-2,-6,-2,0.3,-7,CCN(CC)S(=O)(=O)c1cccc(NC(=O)C2SC(=Nc3ccc(C)cc3C)C(C(=O)NC(C)COC)=C2N)c1 (stereo unspecified)
2,0,-5,-9,0,-5,-14,11,-0.2,-1,O=[N+]([O-])c1ccc(C2=NN(c3ccccc3)C(c3ccco3)C2)cc1 (stereo unspecified)
2,-2,7,4,7,-2,-9,3,-0.1,2,COc1cccc(CNCCSc2nnnn2C)c1
-2,-2,5,-3,-7,7,-5,-4,-0.4,1,O=C(NCc1ccccn1)c1ccco1
0,-3,22,-2,-3,-5,-3,0,0.3,6,COc1cccc(CN2CCNC(=O)C2CC(=O)NCCOc2cccnc2)c1 (stereo unspecified)
0,-23,-2,-25,-72,8,3,6,1.4,2,COCC(C)N=C1NN=C(c2cc(C)n(Cc3ccccc3Cl)c2C)CS1 (stereo unspecified)
5,-1,10,8,0,3,-14,-9,0.0,-3,CN(C)CCN(C)C1CN(CCc2ccccc2)S(=O)(=O)C1 (stereo unspecified)
5,4,-4,7,2,-2,-9,0,0.1,-3,COC(=O)c1sc2nc(SCc3ccccc3C)n(N)c(=O)c2c1C
2,0,3,0,2,0,-3,18,-0.1,-1,Cc1cccc(C)c1NC(=O)C1CCCN1C(=O)Nc1cccc(F)c1 (stereo unspecified)
1,-5,10,-4,-15,-4,6,0,0.2,1,O=C(c1ccco1)N1CCN(c2ncnc3c(-c4ccccc4)nsc23)CC1
1,-133,3,-198,-378,6,3,-15,1.5,6,COc1ccc(C2NC3=C(CCC3)C3(C#N)C4(N=C(N)C23C#N)OCCO4)cc1 (stereo unspecified)
-6,-3,-5,0,-3,-5,-5,12,-0.3,2,CCOc1ccc(N2CC(C(=O)N3CCCc4ccccc43)CC2=O)cc1 (stereo unspecified)
1,-6,3,1,-18,-1,2,9,0.2,1,O=C(NC1CC1)c1ccc2nc([C@@H]3O[C@H](CO)[C@H](O)[C@H](O)[C@H]3O)[nH]c2c1
-2,-6,0,0,-9,5,2,-1,0.0,3,Cc1ccc2c(COC(=O)c3ccccc3F)cc(=O)oc2c1
2,-1,2,5,0,3,-7,2,-0.1,5,CC(C)(C)c1cc(C(=O)NNC(=O)Nc2cccc(Cl)c2)n(Cc2ccccc2)n1
3,-6,-10,2,-8,-4,8,0,-0.7,5,COc1ccc(C)cc1NC(=O)c1ccc([N+](=O)[O-])cc1[N+](=O)[O-]
0,4,7,4,2,0,-12,-10,0.6,-7,COc1ccc(CN(C(=O)c2oc3cc(C)ccc3c2C)C2CCS(=O)(=O)C2)cc1OC (stereo unspecified)
-7,-5,10,1,-18,-15,-3,-1,-0.3,4,CN(C(=O)COC(=O)COc1ccc2ccccc2c1)c1c(N)n(Cc2ccccc2)c(=O)[nH]c1=O
-1,-2,-6,-2,-3,0,16,-3,0.8,10,CC(C)C[C@@H](CNCC(=O)[C@H](Cc1c[nH]c2ccccc12)NC(=O)c1[nH]cnc1C(=O)N[C@@H](C)CN)NC(=O)c1nc[nH]c1C(=O)N[C@@H](Cc1ccccc1)C(=O)O
1,-1,3,3,5,5,-4,4,-0.3,-7,CO/N=C/NC(=O)c1c(OC)ccnc1Oc1ccc(F)cc1
1,-1,0,0,4,-7,22,7,-0.6,-1,Cc1c(Br)c([N+](=O)[O-])nn1CC(=O)Nc1nccs1
1,-1,·,-5,3,-9,7,·,·,-1,COc1ccc(C(=O)Nc2cc(Cl)c(Br)cc2C(=O)O)cc1
7,7,-5,4,9,-3,-15,3,-0.1,-1,Cc1ccc2c(c1)OC(=O)CC2c1ccccc1 (stereo unspecified)
-1,-1,-4,-2,0,1,-10,-11,0.1,-5,[N-]=[N+]=N[C@@H](CCN1CC[C@H](NC(=O)OCc2ccccc2)CCC1=O)c1ccccc1
0,-7,-2,-1,-3,-2,8,1,-1.1,4,C/C(=N\NC(=O)c1nc2ccccn2c1C)c1cccc([N+](=O)[O-])c1
-5,1,6,-7,-19,-5,1,-1,-1.6,-9,COc1cc(/C=C/C(=O)OCc2csc(CC(=O)Nc3ccc(C)cc3)n2)ccc1OCC#N
-7,-5,11,-2,-11,6,1,16,-0.1,-1,C[C@H]1CN([C@@H](C)CO)C(=O)CCCn2cc(nn2)CO[C@@H]1CN(C)C(=O)Nc1cccc(C(F)(F)F)c1
-1,-120,6,-210,-451,-13,-9,4,-15,-6,CC(=O)NCCNc1nc2cc(-c3ccc4c(ccn4C)c3)sc2c(=O)n1C
-2,0,9,0,-2,3,2,-2,0.5,0,COc1ccccc1CNC(=O)CCS(=O)(=O)Cc1ccc(C)cc1
-1,-4,-5,-7,-4,-2,2,4,0.8,-2,Nc1cc(OCC(F)(F)F)cc(OCC(F)(F)F)c1
1,-3,20,-6,-9,5,5,6,-0.2,-3,COc1ccc(C(=O)Nc2nc(C)c(C(=O)N(C)C)s2)cc1OC
-3,-8,11,-2,2,1,5,-13,-0.5,5,Cc1cc(C(=O)NCc2ccc(S(N)(=O)=O)cc2)cs1
1,1,13,4,2,-7,-10,6,-0.2,-2,COc1cscc1C(N)=O
2,1,6,4,1,0,-7,8,0.4,-5,CCCCOc1ccc(C2(C)CC(=O)NC2=O)cc1 (stereo unspecified)
0,0,-5,0,3,-5,2,-3,0.1,-4,CSCC(=O)N1CCCC(C(=O)c2cc(F)ccc2F)C1 (stereo unspecified)
-5,-6,0,5,6,0,-10,11,-0.4,1,CCS(=O)(=O)c1ccc(O)c(N2C(=O)C3C4C=CC(C4)C3C2=O)c1 (stereo unspecified)
-1,-4,-14,1,-8,5,11,3,-0.2,-3,CC[C@@H](C)[C@@H](C(=O)N1CCNCC1)n1cc(CCC(=O)O)nn1
3,4,-6,1,-1,-4,-3,15,0.2,2,O=c1c(Br)c(N2CCCCC2)cnn1-c1ccccc1
0,3,-2,6,4,9,-1,16,-0.5,-10,C=CCOc1c(CNc2ccc(S(N)(=O)=O)cc2)cccc1OC
3,1,3,3,2,-3,-10,11,0.0,-6,O=C(N/N=C/c1ccco1)C1COc2ccccc2O1 (stereo unspecified)
-1,-3,-5,0,-6,1,-1,-1,0.0,3,c1ccc(CCOn2ccnc2)cc1

# In the list so far, three have a CF3 group.
LEDGF integ inh,ADAM17 inh,ASAP1 GAP inh,PLCg1 inh,ADAM10 inh,Tn6 DDE FP,TDP2 inh,ARFGAP1 inhibitor,KLK7 zymogen act,Tn7 DDE FP,canonical_smiles
-4,-5,2,-1,1,7,-3,7,0.4,4,O=C(CN1CCN(c2cccc(C(F)(F)F)c2)CC1)Nc1ccc2c(c1)OCCCO2
-7,-5,11,-2,-11,6,1,16,-0.1,-1,C[C@H]1CN([C@@H](C)CO)C(=O)CCCn2cc(nn2)CO[C@@H]1CN(C)C(=O)Nc1cccc(C(F)(F)F)c1
-1,-4,-5,-7,-4,-2,2,4,0.8,-2,Nc1cc(OCC(F)(F)F)cc(OCC(F)(F)F)c1

# Assay outcomes deposited in PubChem BioAssay by The Scripps Research Institute Molecular Screening Center.

# Rows were taken by chance, and some 4.2% of all compounds hit somewhere here.
